Sm TGR block: S. mansoni TGR enzyme inhibition | Q962Y6 | purified TGR, DTNB reduction, TNB absorbance 405 nm | Potency, µM (highest dose often 114 µM), for the others: at the highest dose activity change, negative = inhibition, hits mostly inhibitors | 360,000 compounds, 3% hits; further: potency means the concentration at half of the fitted maximal effect; nearly all actives have a fitted effect of over 60% in size
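TGR 20 nM + NADPH 100 uM (dispensed conc.), cpd preinc 15 min RT; start with NADPH (500 uM addition) then DTNB (15 mM addition). Kinetic TNB absorbance, 405 nm filter. Four-parameter Hill fit across titration.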
AMA1-RON2 inh: inhibitors of Plasmodium falciparum AMA1-RON2 interaction | AlphaScreen AMA1-biotinylated RON2 peptide binding | Potency, µM (highest dose often 58.2 µM), inactives show at the highest dose activity change, negative = inhibition, most hits filed as inhibitors | 360,000 compounds, 0.2% hits;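 further: potency means the concentration at half of the fitted maximal effect; 0% = vehicle wells and -100% = peptide control; nearly all actives have a fitted effect of over 45% in size; some results filed as inactive show a strong effect at the top dose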
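AMA1 (3D7) with his tag at 25 nM final met compounds first, then biotinylated RON2 peptide at 25 nM; detection used donor plus acceptor beads, 10 µg/mL apiece, read by AlphaScreen after 30 min at room temperature.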
HCMV antiviral: human cytomegalovirus inhibition. HFF cells, HCMV-luciferase reporter, 72 h; hits give low values. 410,000 compounds, 4.5% hits. AID 1259415. activity change, negative = inhibition, % at 57.5 µM; in the data active means activity change below about -60%; inconclusive means no clear call, values can overlap the other calls; inactive means above about -39%
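Cell-based, HFFs, 1000 cells/well, 16 h 37C; cpds in DMSO + HCMV-luc, MOI 1 PFU/cell; 72 h 37C; OneGlo luminescence after 5 min RT; norm. to buffer vs Salinomycin 10uM.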
FBPA Giardia inh: Giardia lamblia aldolase inhibition | A8B2U2 | purified Giardia FBPA | Potency, µM (titrated, usually from 59.6 µM), for inactives: at the highest dose activity, negative = inhibition, hits mostly inhibitors | 290,000 compounds, 0.71% hits | AID 2451; further: potency means the concentration at half of the fitted maximal effect; nearly all actives have a fitted effect of over 55% in size
Target sequence (A8B2U2 whole entry, looked up): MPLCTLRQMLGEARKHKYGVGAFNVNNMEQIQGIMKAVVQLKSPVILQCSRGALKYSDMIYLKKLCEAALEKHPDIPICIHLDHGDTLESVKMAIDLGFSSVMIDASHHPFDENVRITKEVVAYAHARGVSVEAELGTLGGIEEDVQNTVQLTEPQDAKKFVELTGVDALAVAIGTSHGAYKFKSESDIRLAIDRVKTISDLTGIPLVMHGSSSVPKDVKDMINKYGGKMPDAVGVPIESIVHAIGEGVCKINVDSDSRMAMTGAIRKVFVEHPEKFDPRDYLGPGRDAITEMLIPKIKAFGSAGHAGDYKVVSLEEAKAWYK
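40 nM FBPA preincubated 10 min at RT with compound (up to 57.5 uM final), then substrate plus GAPDH/TPI/NAD/arsenate coupling and diaphorase/resazurin added. Fluorescence read after 20 min at RT, 525/598 nm.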
AmpC no deterg: blocks E. coli AmpC beta-lactamase in detergent-free assay | Potency, µM (highest dose often 57.1 µM), for the others: at the highest dose activity change, negative = inhibition, hits mostly inhibitors | AID 485341 | 330,000 compounds, 0.52% hits | P00811 | AmpC nitrocefin hydrolysis, absorbance 480 nm, 0.0001% Triton;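 further: potency means the concentration at half of the fitted maximal effect; plate controls were no compound for no effect and no enzyme for full effect; nearly all actives have a fitted effect of over 20% in size; some results filed as inactive show a strong effect at the top dose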
Target sequence (P00811 whole entry, looked up): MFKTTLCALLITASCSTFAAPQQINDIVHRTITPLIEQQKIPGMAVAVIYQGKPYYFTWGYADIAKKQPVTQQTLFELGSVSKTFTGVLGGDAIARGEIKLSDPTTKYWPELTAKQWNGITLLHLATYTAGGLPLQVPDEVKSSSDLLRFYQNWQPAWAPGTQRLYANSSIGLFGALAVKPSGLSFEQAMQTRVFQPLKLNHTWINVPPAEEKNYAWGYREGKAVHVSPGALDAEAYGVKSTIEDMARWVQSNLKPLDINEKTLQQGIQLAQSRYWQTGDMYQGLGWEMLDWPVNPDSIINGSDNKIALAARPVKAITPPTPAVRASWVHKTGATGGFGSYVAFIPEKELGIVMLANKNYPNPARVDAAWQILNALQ
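AmpC (5.3 nM in the dispensed reagent) in 20 mM phosphate pH 7.0 with 0.01% (detergent screen) or 0.0001% Triton X-100 was preincubated with compounds for 15 min at room temperature. Nitrocefin was then added from an 800 uM solution, and hydrolysis was followed at 480 nm.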
AmpC detergent: AmpC beta-lactamase inhibition with detergent present; 370,000 compounds, 0.041% hits; Potency, µM (series often up to 114 µM), for inactives: at the highest dose activity change, negative = inhibition, hits mostly inhibitors; AmpC hydrolysis of nitrocefin, absorbance 480 nm, 0.01% Triton; P00811; AID 485294;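 further: potency means the concentration at half of the fitted maximal effect; 0% = no-compound wells and -100% = no-enzyme wells; nearly all actives have a fitted effect of over 25% in size; some results filed as inactive show a strong effect at the top dose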
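AmpC (5.3 nM in the dispensed reagent) in 20 mM phosphate pH 7.0 with 0.01% (detergent screen) or 0.0001% Triton X-100 was preincubated with compounds for 15 min at room temperature. Nitrocefin was then added from an 800 uM solution, and hydrolysis was followed at 480 nm.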
* marks the source's active call; other numbers are inactive results; ? = inconclusive; / = no result given; & = joins results of further samples; [ ] = another dose, or the depositor's remark. Unless noted, the call rests on the fitted dose curve; in most records, active means well fitted curve in the direction sought with a large enough effect; inconclusive means small, poorly fitted or top-dose-only effect, or another doubt; inactive means no such curve, though single readings can be large; an effect the other way counts as inactive or inconclusive. Unless noted, on the % scale 0 is the no-effect control and ±100 the full control effect. Rows are unselected; overall some 7.8% were active at least once.

SMILES | Sm TGR block | AMA1-RON2 inh | HCMV antiviral | FBPA Giardia inh | AmpC no deterg | AmpC detergent
COCCSc1nc(N)c(NC(=O)c2ccco2)c(=O)[nH]1 | -1% | 11% | 3 | -9% | 0% | -8%
COc1ccccc1NC(=O)CCn1c(=O)sc2ccccc21 | -1% | 7% | ? | 7% | -21% | ?
CCC(=O)OC1(C)C(=O)C2=COC(c3ccc(OC)cc3)=CC2=C(Br)C1=O (centres undefined) | 11µM* | ? | ? | -11%&-26% | -24% | 1%
CCn1c2ccccc2c2cc(NC(=O)c3ccco3)ccc21 | -18% | -12% | -69* | -12% | -43% | ?
CCOC(=O)c1cnc(-n2cc(C)cn2)nc1Nc1ccccc1OC | 3% | 9% | -9 | 7% | -8% | -4%
CCOc1ccc2[nH]c(=O)c(C(c3nnnn3Cc3ccco3)N3CCCC(C)C3)cc2c1 (centres undefined) | 11µM* | -8% | -15 | ? | -1% | ?
COc1ccc2nc(N(CCN(C)C)C(=O)c3ccc4c(c3)OCCO4)sc2c1 | -6% | -8% | 34 | / | 52% | -4%
COc1ccccc1NC(=O)C1=C(C)NC2=C(C(=O)CC(c3ccc(OC)c(OC)c3)C2)C1c1coc2ccccc2c1=O (centres undefined) | -13% | 0% | -28 | -8% | 242%[activator] | -15%
Cc1ccc(-c2nc3sc4c(c3c(=O)n2N)CC(C)(C)OC4)cc1 | 9% | -19% | 9 | 3% | -21% | -1%
CCc1cccc(CN2CCC(CNC(=O)Nc3ccc(Cl)cc3)CC2)c1 | 20% | 4% | -27 | -2% | 55% | 7%
Cc1ccc(NC(=O)/C=C/c2cccs2)c([N+](=O)[O-])c1 | 1% | -17% | 116 | -3% | -23% | 4%
COc1ccccc1NC(=O)c1sc2nc3c(c(C(F)(F)F)c2c1N)CN(C(C)=O)CC3 | 5% | / | -24 | / | / | 4%
CCN(CC)CCNC(=O)c1cc2c(=O)n(C)c3cc(Cl)ccc3c2s1 | -9% | / | 12 | / | / | -1%
CC1CC1C(=O)N1CCN(S(=O)(=O)c2cc(C(F)(F)F)cc(C(F)(F)F)c2)CC1 (centres undefined) | 4% | -6% | 0 | / | 1% | 1%
Cc1cccc(C)c1NC(=O)CN(C)CC(=O)Nc1ccccc1Oc1ccccc1 | -1% | 35%[activator] | -26 | -6% | 154%[activator] | -7%
Cc1ccc(CNC(=O)C2CCCN(S(=O)(=O)c3c(C)n[nH]c3C)C2)cc1 (centres undefined) | 2% | 3% | -36 | 1% | -8% | -3%
CCC(=O)N1CCc2cc(OC)c(OC)cc2C1COc1ccc(OC)cc1 (centres undefined) | 0% | -18% | 152 | -4% | 78%[activator] | -2%
CN(CCC1CCOCC1)Cc1cn[nH]c1-c1ccc(-c2ccccc2)cc1 | 0%[57.1 µM] | -2% | -15 | 1% | 40% | -2%
COc1ccc(OCC(=O)N2N=C(C)CC2(O)C(F)(F)F)cc1 (centres undefined) | 50%[activator] | 70%[activator] | -4 | 6% | -15% | -1%
CCOC(=O)N1CCN(S(=O)(=O)c2cc(Cl)ccc2Cl)CC1 | -5% | 7% | 17 | 8% | 4% | -1%
Cc1ccc(CNC(=O)CCS(=O)(=O)Cc2ccc(C)cc2)cc1 | 12% | 5% | 0 | -10% | -4% | 2%
Cc1cccc(-n2nnnc2SCC(=O)N(CC(C)C)c2c(N)n(CC(C)C)c(=O)[nH]c2=O)c1 | 15% | -3% | -6 | -2% | -17% | -4%
CCOC(=O)N1CCN(c2nc(-c3ccco3)cc(C(F)(F)F)n2)CC1 | 0% | -4% | -62* | 0% | -3% | 0%
CCNc1oc(/C=C/c2ccc(OCC)cc2)nc1C#N | -30% | 8% | -11 | -22% | -2% | -14%
CN1CCC(O)(c2ccccc2)C(C(=O)c2ccccc2)C1 (centres undefined) | 0% | -15% | 46 | -4% | -16% | -2%

Structural class: the entries above containing a furan ring, fused or not
SMILES | Sm TGR block | AMA1-RON2 inh | HCMV antiviral | FBPA Giardia inh | AmpC no deterg | AmpC detergent
COCCSc1nc(N)c(NC(=O)c2ccco2)c(=O)[nH]1 | -1% | 11% | 3 | -9% | 0% | -8%
CCn1c2ccccc2c2cc(NC(=O)c3ccco3)ccc21 | -18% | -12% | -69* | -12% | -43% | ?
CCOc1ccc2[nH]c(=O)c(C(c3nnnn3Cc3ccco3)N3CCCC(C)C3)cc2c1 (centres undefined) | 11µM* | -8% | -15 | ? | -1% | ?
CCOC(=O)N1CCN(c2nc(-c3ccco3)cc(C(F)(F)F)n2)CC1 | 0% | -4% | -62* | 0% | -3% | 0%

Following part:
SMILES | Sm TGR block | AMA1-RON2 inh | HCMV antiviral | FBPA Giardia inh | AmpC no deterg | AmpC detergent
CCN(CC(=O)Nc1ccc(C#N)c(Cl)c1)CC(=O)NC1CCS(=O)(=O)C1 (centres undefined) | -7% | 0% | -12 | / | -20% | 0%
CC1Cc2ccccc2N1C(=O)COC(=O)Cn1cnc2ccccc2c1=O (centres undefined) | 0% | -6% | 75 | 10% | 22% | -7%
CCOC(=O)N1CCN(c2ccc(C(C)=O)cc2F)CC1 | -1% | -12% | 15 | 2% | -6% | -2%
C=CCN1C(=O)/C(=C\c2ccc(Cl)cc2)N=C1SCC(=O)NC1CCCCC1 | -6% | 4% | / | 1% | -16% | -1%
CC1=C(C(=O)OC(C)C)C(c2cccnc2)C2=C(CCCC2=O)N1 (centres undefined) | 20% | -8% | 21 | 16% | 8% | 10%
Cc1cc(-c2ccccc2)nc(N(C)NC(=O)c2cccc(C(F)(F)F)c2)c1S(C)(=O)=O | 1% | -1% | 11 | -1% | -4% | 1%
Cc1cccc(Cn2c(CN3CCN(Cc4ccccc4)CC3)nc3c2c(=O)[nH]c(=O)n3C)c1 | -22% | -4% | -27 | 4% | 138%[activator] | -9%
CC(C)(C)c1cnnn1-c1ccc(C=O)cc1 | -5% | 7% | 4 | -5% | -17% | ?
CCc1ccccc1N(CC(=O)NC1CCCCC1)C(=O)CNC(=O)c1ccco1 | 5% | -7% | 24 | 10% | 32% | -5%
COC(=O)[C@H](Cc1ccccc1)NC(=O)N1CCN(c2ccccc2)CC1 | 4% | -8% | 1 | 4% | 16% | 2%
CC(C(=O)NC1CCCC1)N(C(=O)c1ccc(-c2ccccc2)[nH]1)c1ccccc1F (centres undefined) | -13% | -28% | -13 | 1% | 44% | -14%
CCOC(=O)c1cccc(NC(=O)CSc2ncc3c(n2)-c2ccccc2N(C)S3(=O)=O)c1 | 7% | / | 17 | / | / | 2%
O=P1(Oc2ccccc2)C[C@@H](O)[C@@H](O)[C@H](COCc2ccccc2)O1 (some centres undefined) | 6% | 2% | 8 | -10% | -10% | 5%
COc1ccc(NC(=O)C(NS(=O)(=O)c2ccc3c(c2)CCCN3C(C)=O)C(C)C)c(OC)c1 (centres undefined) | 18% | 0% | -39 | -6% | 32% | 3%
Cn1/c(=N/NC(=O)c2ccccc2F)sc2ccccc21 | 2% | 12% | 12 | -4% | -8%[11.4 µM] | -13%
CCN1C(=NCCOC)N[C@@H](c2cccs2)C(C(=O)OC)=C1C | -16% | 15% | / | -8% | / | ?
O=C(c1ccccc1)N1CCN(Cc2ccccc2Br)CC1 | 3% | -20% | 26 | -19% | 16% | -8%
Cc1cccc(NC(=O)c2cc(N3C(=O)CCC3=O)ccc2Cl)n1 | 5% | 10% | -22 | 2% | -9% | -9%
COc1cc(C(C[N+](=O)[O-])c2c(C)[nH]c3ccccc23)cc(OC)c1OC (centres undefined) | -24% | -9% | 74 | -1% | 1% | 4%
COC(=O)c1cc(OCC(=O)NC2CCCc3ccccc32)cc(C(=O)OC)c1 (centres undefined) | 1% | ? | 14 | -8% | 94%[activator] | -4%
COC(=O)c1sccc1NC(=O)CSc1cc(Cl)ccc1Cl | 20% | 41%[activator] | ? | -2% | -42% | ?
O=C(NCCCn1ccnc1)Nc1cccc(Cl)c1 | 5% | 25µM* | -7 | 6% | -6% | 0%
Cc1ccc(N(CC(=O)NC2CCCCC2)C(=O)CNC(=O)c2ccco2)cc1F | 7% | 0% | 5 | 12% | 4% | -3%
COC(=O)c1scc(C)c1NC(=O)Cc1ccccc1 | -2% | 11% | 6 | -2% | -9% | ?
Cc1ccc(NC(=O)c2ccccc2)cc1OC(=O)c1ccccc1 | 1% | -2% | 12 | -5% | -41% | -7%

More entries:
SMILES | Sm TGR block | AMA1-RON2 inh | HCMV antiviral | FBPA Giardia inh | AmpC no deterg | AmpC detergent
Cc1[nH]c2ccc(-c3nnc(SCC(=O)c4ccccc4F)o3)cc2c1C | -1% | -14% | -3 | -16% | 72%[activator] | 4%
COc1ccc(/C=N\NC(=O)c2c(C)nc3ccc(Br)cn23)cc1 | 3% | 9% | -69* | 9% | -32% | -14%
COc1ccc(NC(=O)c2cccn2-c2nnc(N3CCCCC3)s2)c(OC)c1 | 1% | / | 0 | / | / | 5%
COC(=O)c1ccccc1NC(=O)Cn1nnc(-c2ccc(OC)cc2)n1 | 5%&5% | -1% | -4&-14 | -1% | -24% | ?
COc1ccc(CCn2c(=O)c3cccnc3n(Cc3ccc([N+](=O)[O-])cc3)c2=O)cc1OC | -4% | 0% | -28 | 0% | -12% | 3%
O=C(COc1ccccc1)N/N=C/c1ccc([N+](=O)[O-])o1 | ? | 10% | -71* | -8% | -30% | 1%
CCOC(=O)CNC(=O)c1c2c(nc3ccccc13)CCCC2 | 4% | 3% | 2 | 1% | -9% | -12%
CCN(CC(=O)NC(C)C)C(=O)Cc1ccc(C)c(C)c1 | -6% | 0% | 42 | 1% | -1% | 3%
COc1ccc(OC)c(NC(=O)C(C)N2c3cccc4cccc(c34)S2(=O)=O)c1 (centres undefined) | -9% | -23% | -10 | -8% | -21% | 2%
COc1ccc2ccccc2c1/C=N/NC(=O)c1cc(C)[nH]n1 | 6% | 61%[activator] | -3 | 7% | -34% | ?
COc1ccc(S(=O)(=O)NCC2CCCN(Cc3ccccc3C)C2)cc1 (centres undefined) | 2% | 3% | ? | 8% | 13% | -3%
C=CCC1CCCC(=O)N2CCCC12 (centres undefined) | / | -5% | 1 | 1%[136 µM] | -8% | /
CCn1cc(C(=O)NCc2ccc(OC)cc2OC)c(=O)c2ccc(C)nc21 | 3% | / | / | -1% | -20% | ?
COc1ccc(CC(=O)Nc2nc3n(n2)C(c2ccccc2)CC(=O)N3)cc1OC (centres undefined) | -29% | -2% | / | 0% | -5% | -15%
Cc1ccc(NC2=Nc3ccccc3N3C2=Nc2c(c(C)nn2-c2ccccc2)C3c2ccc(O)c(O)c2)cc1 (centres undefined) | -24% | -13% | -64* | -10% | -26% | -3%
CCOC(=O)N1CCN(CC(O)COc2cc(C)ccc2C(C)C)CC1 (centres undefined) | 2% | -2% | -5 | -22% | 254%[activator] | -12%
